# Compound activity: PubChem BioAssay, several laboratories
# ANO1 block: mouse TMEM16A channel inhibition, primary screen. HEK293 TMEM16A/YFP iodide influx fluorescence, ionomycin. AID 588511. normalized B-score (activity score, 25-100; higher = stronger inhibition) at 10 µM. hit rate 1.2% among 310,000;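 active means ratio plate-corrected score three or more library SD toward inhibition, starting fluorescence score within five deviations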;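 further: score derived from kinetic fluorescence span divided by baseline fluorescence per well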
# TRPC6 activator: activators of mouse TRPC6 channel; Q61143; hit rate 0.13% among 310,000; AID 2550; B-score at 10 µM; HEK293-TRPC6 membrane potential dye fluorescence; active compounds read high;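 active means B-score of the integrated fluorescence ratio above library mean plus 3 SD, and starting fluorescence ratio within library mean plus 5 SD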;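 further: higher score means more depolarization so channel activation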
# TRPC6 inh: blocks the mouse TRPC6 cation channel; Q61143; HEK293-TRPC6, membrane potential dye, ACh-evoked depolarization; active compounds read low; B-score at 10 µM; hit rate 1.1% among 310,000; AID 2553;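 active means B-score under library mean minus 3 SD, initial fluorescence not abnormally high, positive integrated signal ratio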;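 further: B-score derived from integrated fluorescence ratio over the kinetic read; more negative B-score means stronger inhibition of depolarization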
# MrgX1 ag: activates human MrgX1 receptor signaling | MrgX1-HEK293 cells, Fluo-4 calcium fluorescence, agonist mode; active compounds read high | B-score at 10 µM | AID 588627 | Q96LB2 | hit rate 0.44% among 310,000;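 active means calcium response B-score plate-corrected fluorescence ratio at least 3 library SD, with starting fluorescence B-score inside 5 SD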
# Target sequence (Q96LB2 whole entry, looked up): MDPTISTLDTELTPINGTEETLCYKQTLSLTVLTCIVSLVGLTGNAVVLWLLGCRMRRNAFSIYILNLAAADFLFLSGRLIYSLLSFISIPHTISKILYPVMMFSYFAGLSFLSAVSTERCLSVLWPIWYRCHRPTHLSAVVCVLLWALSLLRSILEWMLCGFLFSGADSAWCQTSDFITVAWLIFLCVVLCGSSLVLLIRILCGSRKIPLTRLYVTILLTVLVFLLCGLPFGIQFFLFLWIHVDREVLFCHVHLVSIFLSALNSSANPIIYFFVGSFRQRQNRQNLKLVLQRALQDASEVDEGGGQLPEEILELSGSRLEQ
#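 System – MrgX1-expressing HEK293 cells · Incubation – cells plated overnight, dye loaded 0.5 h 37 °C, 0.5 h room temperature · Technique – kinetic Fluo-4 NW fluorescence of intracellular calcium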
# HDAC3 inh: human HDAC3 inhibition; O15379; recombinant HDAC3, fluorogenic peptide/trypsin coupled, fluorescence; inhibition, % at 8.3 µM; hit rate 0.15% among 320,000; AID 2718; in the data active means inhibition above about 26%, passing the limit was not always enough; inconclusive means no clear call, values can overlap the other calls
# Target sequence (O15379 whole entry, looked up): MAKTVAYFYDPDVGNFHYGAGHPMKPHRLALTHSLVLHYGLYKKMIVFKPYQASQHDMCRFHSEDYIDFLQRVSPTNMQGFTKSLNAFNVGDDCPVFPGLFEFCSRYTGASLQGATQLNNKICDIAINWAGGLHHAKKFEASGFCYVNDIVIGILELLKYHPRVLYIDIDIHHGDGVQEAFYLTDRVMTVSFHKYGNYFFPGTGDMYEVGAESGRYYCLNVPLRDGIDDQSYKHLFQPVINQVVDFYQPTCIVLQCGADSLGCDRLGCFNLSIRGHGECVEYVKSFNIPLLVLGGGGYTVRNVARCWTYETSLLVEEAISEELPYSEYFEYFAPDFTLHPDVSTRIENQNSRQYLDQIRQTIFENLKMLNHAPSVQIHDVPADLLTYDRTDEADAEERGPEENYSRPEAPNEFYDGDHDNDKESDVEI
# ANO1 activ: activators or potentiators of mouse TMEM16A chloride channel; Q8BHY3; HEK293 TMEM16A/YFP-H148Q/I152L, iodide quench fluorescence; active compounds read low; B-score at 10 µM; hit rate 0.3% among 340,000; AID 623877;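 active means fluorescence-ratio B-score plate-corrected deviation score at least 3 library SD below zero, with starting fluorescence score within 5 deviations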;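 further: channel opened by trigger with iodide after compound preincubation; score built on the fluorescence ratio of max minus min over baseline; more negative score means more quench and so TMEM16A activation or potentiation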
# SKKanGAS inh: SKKanGAS growth inhibition. S. pyogenes SKKanGAS, kanamycin growth, BacTiter-Glo, 6 h. hit rate 1.3% among 300,000. inhibition, % at 7.5 µM;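 active means mean replicate score, as percent of positive control median, at least 50; inconclusive means mean below 50 but one replicate at or above 50; inactive means mean and every replicate below 50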;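 further: strain carries kanamycin resistance gene driven by streptokinase promoter and grows in 40 µg/ml kanamycin; loss of luminescence reflects streptokinase promoter inhibition or plain growth inhibition; 0% = median of DMSO wells and 100% = positive control at its reference dose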
# MrgX1 antagonist: human MrgX1 receptor antagonism, primary screen. Q96LB2. MRGX1-HEK293 calcium flux, Fluo-4, BAM8-22 antagonism; active compounds read low. B-score at 10 µM. hit rate 1.3% among 310,000. AID 588676;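 active means calcium-response B-score plate-corrected more than 3 library SD below zero, starting fluorescence within 5 deviations, no agonist response on first addition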;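 further: peak minus trough fluorescence over baseline after final BAM8-22 challenge near maximal dose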
# MrgX1 allo act: human MrgX1 positive allosteric modulation, primary screen | Q96LB2 | MrgX1-HEK293, Fluo-4 calcium flux, FDSS; active compounds read high | B-score at 10 µM | hit rate 0.63% among 310,000;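 active means plate-corrected calcium response at least 3 library SD above typical, normal starting fluorescence, not activating the receptor alone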;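 further: compound read alongside a low EC10 to EC30 dose of BAM8-22 agonist; peak minus trough fluorescence over baseline measured at the second addition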
# RGS4 act: RGS4 potentiation or activation; HEK293 M3R/inducible RGS4, carbachol calcium flux Fluo4; active compounds read low; B-score at 10 µM; hit rate 0.92% among 310,000;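 active means B-score of the integrated calcium signal more than 4 SD below the library mean, with starting fluorescence not abnormally high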;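 further: negative B-score means reduced calcium response which marks RGS4 activation or potentiation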
#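 Detection: kinetic calcium fluorescence imaging with Fluo4-AM dye, 2 µM / Material: HEK293 cells with stable M3R and inducible RGS4 / Schedule: recording 10 s baseline at 1 Hz, 100 s post-agonist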
# RGS4 block: inhibitors of human RGS4; P49798; HEK293 M3R/RGS4 inducible, Fluo-4 calcium flux; active compounds read high; triggered by carbachol at its EC20; B-score at 10 µM; hit rate 0.45% among 310,000; AID 463165;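 active means B-score, a plate-corrected calcium signal, over three deviations above library mean, with baseline fluorescence within five deviations of library mean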;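 further: RGS4 expression induced by doxycycline in cells with stable M3 receptor; B-score is computed from the integrated fluorescence ratio over baseline after carbachol; higher B-score means a larger calcium signal and so more RGS4 inhibition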
# Target sequence (P49798 whole entry, looked up): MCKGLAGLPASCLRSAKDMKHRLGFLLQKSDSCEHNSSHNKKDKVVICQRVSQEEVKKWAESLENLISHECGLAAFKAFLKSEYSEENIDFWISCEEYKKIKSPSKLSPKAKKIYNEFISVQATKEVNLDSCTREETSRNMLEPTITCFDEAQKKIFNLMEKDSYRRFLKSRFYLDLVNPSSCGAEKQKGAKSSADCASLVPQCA
# An asterisk follows results filed as active; i = inactive; ? = inconclusive; / = not tested or not shown.
SMILES,ANO1 block,TRPC6 activator,TRPC6 inh,MrgX1 ag,HDAC3 inh,ANO1 activ,SKKanGAS inh,MrgX1 antagonist,MrgX1 allo act,RGS4 act,RGS4 block
O=C(NC1CCCC1)C(c1cccnc1)N(C(=O)c1csnn1)C1CC1 (stereo not drawn),i,i,i,i,5,i,2,i,i,i,i
CC(=O)N(/N=C/c1cccc(C)c1)c1nc(-c2ccc(Br)cc2)cs1,i,i,i,i,4,i,-1,i,i,i,i
Cc1cc(C)c(S(=O)(=O)N2CCN(S(=O)(=O)N3CCC(C)CC3)CC2)c(C)c1,i,i,i,i,-10,i,5,i,i,i,i
Cc1cc2c(cc1S(=O)(=O)Nc1cccc(C)c1C)OCC(=O)N2,i,i,i,i,2,i,-1,i,i,i,i
CS(=O)(=O)N1CCN(C(=O)c2cc(-c3cccnc3)nc3ccc(Br)cc23)CC1,i,i,i,i,6,i,-1,i,i,i,i
COc1ccc(/C=N/NC(=O)c2cccnc2)cc1CN1CCc2ccccc2C1,i,i,i,i,?,i,23,i,i,i,i
CCOC(=O)c1cc(CC)sc1NC(=O)Cc1ccccc1,i,i,i,i,3,i,-10,i,i,i,i
Cc1ccc(-c2nnc(SCc3ccc(C#N)cc3)n2Cc2ccco2)cc1,i,i,i,i,1,i,2,i,i,i,i
CC(=O)c1cccc(NC(=O)CSc2nnc(-c3cccnc3)o2)c1,i,i,i,i,-1,i,4,i,i,i,i
CN(c1ccc(OCC(=O)N2CCOCC2)cc1)S(=O)(=O)c1ccc(Cl)cc1,i,i,i,i,1,i,-2,i,i,i,i
CCc1ccc(NC(=O)C2CCCN2S(=O)(=O)c2ccc3c(c2)C(C)(C)C(=O)N3C)cc1 (stereo not drawn),i,i,i,i,3,i,-1,i,i,i,i
N#CCc1c(C#N)c(N)nc(N2CCN(c3ccc(F)cc3)CC2)c1C#N,i,i,i,i,4,i,21,i,i,i,i
O=C(c1cc(-c2cccs2)on1)N1CCCc2ccccc21,i,i,i,i,/,i,-7,i,i,i,i
O=C(CCC(=O)c1cccs1)NCc1ccncc1,i,i,i,i,0,i,-2,i,i,i,i
O=C(CC(c1ccccc1)c1ccccc1)NCCO,i,i,i,i,2,i,0,i,i,i,i
CN(Cc1ccccc1)C(=O)C1CCN(S(=O)(=O)c2cc([N+](=O)[O-])ccc2Cl)CC1,i,i,i,i,-6,i,-13,i,i,i,i
CN(C(=O)CC(NC(=O)c1ccccc1Cl)c1ccccc1)c1ccccc1 (stereo not drawn),i,i,i,i,-1,i,2,i,i,i,i
CCOC(=O)[C@@H]1[C@H]2COc3cc(OC)ccc3[C@@H]2N2C(=O)N(c3cccc(F)c3)C(=O)[C@]12C,i,i,i,i,6,i,2,i,i,i,i
COc1ccc(N2CCN(C(CNS(=O)(=O)c3cccs3)c3cccnc3)CC2)cc1 (stereo not drawn),i,i,i,i,3,i,-1,i,i,i,i
Cc1c(C(=O)NCCSCc2c(F)cccc2Cl)cnn1-c1ccc(F)cc1,i,i,i,i,-6,i,-8,i,i,i,i
CN1C(=O)C2(Oc3ccccc3C3CC(c4ccccc4)=NN32)c2ccccc21 (stereo not drawn),i,i,i,i,-1,i,12,i,i,i,i
Cc1cc(N2C(=O)C(O)=C(C(=O)c3ccco3)C2c2ccccc2F)no1 (stereo not drawn),i,i,i,i,7,i,0,i,i,i,i
CC1CCCN(S(=O)(=O)c2ccc3c(c2)c(=O)nc2ccc(Cl)cn23)C1 (stereo not drawn),i,i,i,i,3,i,-1,i,i,i,i
CC(=O)c1ccc(NC(=O)Cn2cnc(S(=O)(=O)N3CCCC3)c2)cc1,i,i,i,i,/,i,-2,i,i,i,i
CCOC(=O)C1CCCN(Cc2ccc3c(c2)OCO3)C1 (stereo not drawn),i,i,i,i,7,i,-2,i,i,i,i
CN(CC(=O)O)Cc1nc2ccccc2[nH]1,i,i,i,i,1,i,-5,i,i,i,i
CCOC(=O)C1=C(C)NC(=O)NC1/C=C/c1ccccc1 (stereo not drawn),i,i,i,i,-9,i,0,i,i,i,i
CCCSc1nnc2nc(C)cc(C)n12,i,i,i,i,-10,i,-2,i,i,i,i
CC1CCN(CCNC(=S)Nc2ccc(Cl)cc2)CC1,i,i,i,i,-3,i,1,i,i,i,i
CCN(C(=O)CCN1C(=O)S/C(=C\c2ccccc2)C1=O)C1CCS(=O)(=O)C1 (stereo not drawn),i,i,i,i,-4,i,-3,i,i,i,i
COC(=O)Cn1c(C)nc(=O)c(-c2ccccc2)c1C,i,i,i,i,-3,i,-5,i,i,i,i
O=c1c2ccccc2c(C=Nc2ccc(S(=O)(=O)Nc3ncccn3)cc2)c(O)n1-c1cccc(Cl)c1,i,i,i,i,-1,/,18,i,i,i,i
CC(=O)Nc1sc2c(c1CN1CCCC1)CCCC2,i,i,i,i,1,i,-3,i,i,i,i
CSCC[C@H](NC(=O)N1CCn2c1nc1ccccc12)C(=O)NC1CC1,i,i,i,i,2,i,-4,i,i,i,i
O=c1cc(CSc2nnc3ccccn23)c2c(ccc3ccccc32)o1,i,i,i,i,-1,i,3,i,i,i,i
CCCn1nnnc1NCc1ccc(N(C)C)cc1,i,i,i,i,-2,i,-4,i,i,i,i
CCCN(C(=O)Cn1ncc2c([nH]c3ccccc32)c1=O)c1ccccc1C,i,i,i,i,-1,i,6,i,i,i,i
N#CC(=Cc1ccc(O)cc1)C(N)=C(C#N)C#N,i,/,/,i,11,i,/,i,i,/,/
COc1cccc(/C=C/C(=O)NCc2cn3cc(Cl)ccc3n2)c1OC,i,i,i,i,-5,i,-1,i,i,i,i
COc1ccc(CNC(=O)c2noc(C(C)C)c2[N+](=O)[O-])cc1,i,i,i,i,-6,i,-2,i,i,i,i
CC1Cc2ccccc2N1S(=O)(=O)c1cccc(C(=O)c2nccn2C)c1 (stereo not drawn),i,i,i,i,-2,i,3,i,i,i,i
O=C(NN=C1CCCC1)c1cc(-c2ccc(F)cc2)nc2ccccc12,i,i,i,i,2,i,13,i,i,i,i
CCCCOC(=O)/C(=C\c1ccc([N+](=O)[O-])o1)NC(=O)c1ccccc1,i,i,i,i,-1,i,17,i,i,i,i
O=C(Nc1ccc(N2CCOCC2)cc1)c1cccc(S(=O)(=O)N2CCCCCC2)c1,i,i,i,i,2,i,-7,i,i,i,i
COc1ccccc1NC(=O)O/N=C(\N)c1ccccc1,i,i,i,i,4,i,-5,i,i,i,i
COc1ccc(N2CCN(C(CNC(=O)CC(C)(C)C)c3ccc4c(c3)OCO4)CC2)cc1 (stereo not drawn),i,i,i,i,4,i,3,i,i,i,i
CCCCS(=O)(=O)C1CCS(=O)(=O)C1 (stereo not drawn),i,i,i,i,4,i,-3,i,i,i,i
Cc1ccccc1NC(=O)Nc1cc(-c2ccccc2)nn1C,i,i,i,i,4,i,-5,i,i,i,i
CC1Cc2ccccc2N1C(=O)CN1CCC(n2nnc3cc(C(F)(F)F)ccc32)CC1 (stereo not drawn),i,i,i,i,21,i,3,i,i,i,i
Cc1nn(Cc2ccccc2)c(Cl)c1/C=N/NC(=O)CNc1cccc(C(F)(F)F)c1,i,i,i,i,-2,i,6,i,i,i,i
CC(C)NCCCOc1ccc(C(C)(C)c2ccccc2)cc1,i,i,i,i,2,i,1,i,i,i,i
O=c1ccc2cc3ccoc3cc2o1,i,i,i,i,1,i,-3,i,i,i,i
COc1cc2c(cc1NC(=O)CSCC(=O)O)oc1ccccc12,i,i,i,i,4,i,7,i,i,i,i
Cc1cc(C)c2cc(C(=O)N3CCC(Cc4ccccc4)CC3)[nH]c2c1,i,i,i,i,12,i,13,i,i,i,i
CCC(=O)N(Cc1cc(=O)[nH]c2ccccc12)C1CCCCC1,i,i,i,i,1,i,5,i,i,i,i
N#CCCn1nc(-c2ccc([N+](=O)[O-])cc2)cc1Nc1ccccc1NC(=O)C(F)(F)F,i,i,i,i,14,i,0,i,i,i,i
O=C(CN(c1cccc(Cl)c1)S(=O)(=O)c1ccccc1)NN=C1CCCC1,i,i,i,i,5,i,7,i,i,i,i
CN(CC(=O)Nc1cccc(F)c1)C(=O)c1ccc(OCC2CCCO2)cc1 (stereo not drawn),i,i,i,i,6,i,-6,i,i,i,i
CCCC1(C(=O)OC)NC(c2ccco2)C2C(=O)N(C)C(=O)C21 (stereo not drawn),i,i,i,i,1,i,-1,i,i,i,i
COc1cc(OC)cc(OCC(O)Cn2ccnc2C)c1 (stereo not drawn),i,i,i,i,5,i,-4,i,i,i,i

# A stretch from the list above:
SMILES,ANO1 block,TRPC6 activator,TRPC6 inh,MrgX1 ag,HDAC3 inh,ANO1 activ,SKKanGAS inh,MrgX1 antagonist,MrgX1 allo act,RGS4 act,RGS4 block
CCCC1(C(=O)OC)NC(c2ccco2)C2C(=O)N(C)C(=O)C21 (stereo not drawn),i,i,i,i,1,i,-1,i,i,i,i
COc1cc(OC)cc(OCC(O)Cn2ccnc2C)c1 (stereo not drawn),i,i,i,i,5,i,-4,i,i,i,i

# The results go on.
SMILES,ANO1 block,TRPC6 activator,TRPC6 inh,MrgX1 ag,HDAC3 inh,ANO1 activ,SKKanGAS inh,MrgX1 antagonist,MrgX1 allo act,RGS4 act,RGS4 block
Cn1c(=O)c(C(=O)NNC(=O)c2ccccc2Cl)c(O)c2ccccc21,i,i,i,29*,4,i,51*,i,i,i,i
CC(C)(C)C(=O)N1CCN(c2nc3ccc(Cl)cc3s2)CC1,i,i,i,i,10,i,-1,i,i,i,i
Cc1ccc(/C(N)=N/OC(=O)c2ccc(C)cc2Cl)cc1,i,i,i,i,1,i,-1,i,i,i,i
O=C(O)c1ccc(NS(=O)(=O)c2ccc(N3C(=O)CCC3=O)cc2)cc1,i,i,i,i,1,i,-2,i,i,i,i
COc1ccc(C2C(C(C)=O)=C(O)C(=O)N2c2ccc(Br)cc2)cc1 (stereo not drawn),i,i,i,i,-4,i,-4,i,i,i,i
CCOc1ccc(CNc2nc3ccccc3n2CCN2CCOCC2)cc1,i,i,i,i,1,i,-1,i,i,i,i
CCOc1ccc(N2C(=O)CC(SC(=NC)Nc3cccc(F)c3)C2=O)cc1 (stereo not drawn),i,i,i,i,11,i,3,i,i,i,i
COCCOC(=O)c1c(C)oc2ccc(OC(=O)c3cccs3)cc12,i,i,i,i,0,i,6,i,i,i,i
CN(C)CCCOC(=O)C1c2ccccc2Oc2ccccc21,i,i,-8.5*,i,-3,i,-5,i,i,-8.5*,i
